Hsp70 act: Hsp70 transcriptional activation, primary screen | HeLa Hsp70 promoter luciferase reporter, luminescence; scaled: vehicle 0, proteasome-inhibitor control 100% | activation, % at 10 µM | 0.04% of 200,000 active;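 active = activation above the mean across all tested compounds plus 3 SD, cutoff set per campaign, cut at about 5.5% in these data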;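 note: 100% = MG132 at 30 µM as the positive control and 0% = DMSO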
RAM network inh: blocks the yeast RAM network. S. cerevisiae dse1pr::URA3 reporter, 5-FOA growth OD615, 2 d; analog-sensitive cbk1-as2 kinase mutant strain. inhibition, % at 50 µM. 1.8% of 190,000 active. AID 868;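 active = inhibition above a set limit, 3 SD over mean compound inhibition, cut at about 8.4% in these data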;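 note: 0% = DMSO-only wells with no growth and 100% = 10 µM 1-NA-PP1 full growth; inhibition rescues growth on 5-FOA so higher OD means more RAM inhibition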
TLR4 MyD88 comp: TLR4-MyD88 interaction inhibition in cells; AID 861; inhibition, % at 8.4 µM; 0.18% of 200,000 active; O00206+Q99836; HeLa CL3-4 TLR4/MyD88 BLA complementation, FRET ratio; in the data active = inhibition above about 25%;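 note: 0% = vehicle and 100% = reference inhibitor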
Lmaj promast: Leishmania major promastigote growth inhibition. Leishmania major promastigotes, resazurin fluorescence viability. inhibition, % at 10 µM. 9% of 200,000 active;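 note: promastigotes grown with compound for 44 hours at 28 °C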
Redox H2O2 prof: compounds producing H2O2 with reducing agent – biochemical, NIH compound library profiling, artefact control for MLSCN library redox annotation, primary screen; DTT-dependent redox cycling H2O2, phenol red/HRP absorbance; 100% = 100 µM peroxide control, 0% = buffer; activation, % at 10 µM; 0.03% of 200,000 active;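 active = activation of at least 50% relative to the plate's high and low controls in the primary single-dose screen; inactive = activation below 50%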;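 note: compound incubated with DTT at 0.8 mM final as the reducing agent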
Diaph inh CS: counter-screen for diaphorase-based assays: diaphorase inhibitors and chemical oxidizers; diaphorase resazurin-to-resorufin fluorescence, NADH, 16 min; bacterial (C. kluyveri) enzyme, not human; inhibition, % at 20 µM; 0.69% of 190,000 active; AID 1217;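 active = primary screen inhibition at 20 µM above a set limit, cut at about 50% in these data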;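 note: plate controls were DMSO with full reaction for no effect and wells lacking NADH for full effect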
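controls = No-NADH positive control and DMSO neutral control | system = Clostridium kluyveri diaphorase enzyme | timing = reaction incubation of 16 min at room temperature | signal = resorufin fluorescence 544/590 nm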
PMI act: increases human mannose-6-phosphate isomerase activity. P34949. 0.005% of 190,000 active. purified human PMI, coupled resazurin fluorescence, 20 min; active compounds read high; 1 = vehicle control, 0 substrate-free wells. activation factor at 20 µM;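 active = activation factor of 2 or more at 20 µM, relative to plate controls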
Target sequence (P34949 whole entry, looked up): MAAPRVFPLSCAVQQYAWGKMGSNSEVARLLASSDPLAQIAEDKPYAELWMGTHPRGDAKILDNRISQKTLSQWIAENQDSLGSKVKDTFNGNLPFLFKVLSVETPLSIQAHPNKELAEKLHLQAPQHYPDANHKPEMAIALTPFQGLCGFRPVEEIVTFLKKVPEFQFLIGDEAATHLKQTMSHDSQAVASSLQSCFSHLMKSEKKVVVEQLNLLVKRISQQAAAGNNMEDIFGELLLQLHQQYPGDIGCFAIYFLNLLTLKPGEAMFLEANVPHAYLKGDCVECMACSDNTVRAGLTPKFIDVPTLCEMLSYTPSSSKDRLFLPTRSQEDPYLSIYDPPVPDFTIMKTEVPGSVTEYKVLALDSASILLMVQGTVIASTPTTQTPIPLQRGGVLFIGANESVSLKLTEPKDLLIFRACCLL
G6PDH counter: L. mesenteroides G6PDH inhibition counter-screen; Purified L. mesenteroides G6PDH, diaphorase/resazurin coupled fluorescence, 45 min; inhibition, % at 5 µM; 0.12% of 200,000 active
S1P3 antag: blocks the human S1P3 receptor; 0.27% of 170,000 active; Q99500; CHO S1P3 NFAT-BLA reporter, FRET fluorescence, antagonist mode; inhibition, % at 4.98 µM;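 active = inhibition above the plate cutoff, the mean inhibition of test wells on that plate plus 3 SD, cut at about 28% in these data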;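 note: cells challenged with S1P at its EC80 of 0.8 µM; blue over green emission ratio from cleaved BLA substrate after 4 h stimulation; 0% = S1P-stimulated wells and 100% = unstimulated DMSO-only wells; some compounds past the cut are filed as inactive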
Target sequence (Q99500 whole entry, looked up): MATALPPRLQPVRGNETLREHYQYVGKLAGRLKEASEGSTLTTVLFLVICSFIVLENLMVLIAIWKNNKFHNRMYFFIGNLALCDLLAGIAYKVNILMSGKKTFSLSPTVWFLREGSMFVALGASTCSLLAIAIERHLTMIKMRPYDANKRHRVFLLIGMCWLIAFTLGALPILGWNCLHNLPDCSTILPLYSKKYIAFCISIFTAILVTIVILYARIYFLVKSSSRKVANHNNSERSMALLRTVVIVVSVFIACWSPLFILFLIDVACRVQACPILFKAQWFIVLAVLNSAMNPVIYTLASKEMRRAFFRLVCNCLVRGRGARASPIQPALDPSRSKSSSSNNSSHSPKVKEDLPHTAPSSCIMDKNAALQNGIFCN
PMI act hi M6P: increases human PMI activity with near-saturating mannose 6-phosphate; P34949; coupled PMI enzyme assay, resazurin fluorescence, 20 min; active compounds read high; 1 = untreated enzyme, 0 = substrate-free blank; activation factor at 20 µM; 0.34% of 190,000 active;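 active = activation factor of 2 or more at 20 µM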
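Test system: human PMI in coupled enzyme assay; Input: PMI at 15 ng/mL final; Medium: HEPES buffer, pH 7.4; Schedule: 20 min incubation at room temperature; Technique: resorufin fluorescence at Ex 544/Em 590 nm; Compound: 20 µM single dose; Probe or stimulus: Near-saturating mannose-6-phosphate, 1.0 mM.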
Diaph act CS: counter-screen for diaphorase-based assays: diaphorase activators and chemical reducers | Diaphorase/resazurin coupled assay, resorufin fluorescence, 16 min; active compounds read high; 1 = vehicle wells, 0 = NADH-free wells | activation factor at 20 µM | 0.005% of 190,000 active;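 active = diaphorase activity raised at least twofold by the compound at 20 µM; inactive = activation factor below 2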
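Material: Clostridium kluyveri diaphorase, purified enzyme; Quantity: enzyme 0.07 U/mL final; Medium: HEPES pH 7.4 buffer with MgCl2 and Tween 20; Dosing: single compound dose of 20 µM, 1% DMSO final; Schedule: 16 min reaction at room temperature; Measured by: red resorufin fluorescence at 544/590 nm excitation/emission.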
Starred values were filed as active, the others as inactive; . = not tested or not shown. Cut-off read from the data, not from the text of the source, unless noted: active = inhibition above about 50%; inactive = the rest. Rows are unselected; any-hit rate near 12%.

SMILES	Hsp70 act	RAM network inh	TLR4 MyD88 comp	Lmaj promast	Redox H2O2 prof	Diaph inh CS	PMI act	G6PDH counter	S1P3 antag	PMI act hi M6P	Diaph act CS
Oc1ccccc1C1CC(c2cccs2)=NC(c2cccc(Br)c2)N1 (stereo unspecified)	0.3	0.5	-5	24	-0.5	14	0.7	3	-1	0.9	0.9
O=c1c(-c2ccc(Cl)cc2)[n+]([O-])c2ccccc2n1OCc1ccccn1	-0.1	0.7	-6	-7	-3.9	18	0.9	1	.	1	0.8
Cc1ccnc2nc(C(=O)OCCOc3ccc(Cl)cc3)nn12	-0.3	1.7	10	-9	0.1	-5	1.2	4	-13	1.1	1.1
Cc1cc(NC(=O)COC(=O)c2n[nH]c3ccccc23)no1	0.0	1.2	8	4	-0.4	15	1	5	21	0.9	0.9
Cn1c(CSc2ncn[nH]2)nc2ccccc21	0.0	1.7	-5	24	0.3	16	0.9	12	.	0.9	0.8
Cc1cc2c3c(c1C)C1(C(=O)N3C(C)(C)CC2C)C(C#N)=C(N)Oc2n[nH]c(C)c21 (stereo unspecified)	-0.3	2.7	2	0	0.9	24	0.9	1	-31	0.9	0.8
COc1ccc2[nH]c(CN3CCN(C(C)C)C(CCO)C3)c(C)c2c1 (stereo unspecified)	-0.1	-0.4	1	20	-0.6	1	1.1	13	-4	1.1	1
CCc1cc2c(=O)c(-c3ccon3)c(N)oc2cc1OC	0.0	1.0	10	5	-2.2	20	0.9	8	-2	0.9	0.8
CCCc1nc(N2CCOCC2)c2sc(=S)n(-c3ccccc3)c2n1	-0.2	5.2	-1	-1	-0.5	18	0.9	2	.	0.9	0.8
C/C(=N\N1C(=O)c2ccccc2NC1c1ccccc1)c1ccccc1O (stereo unspecified)	0.2	1.2	0	-7	-1.1	0	1	6	-15	1	1
Fc1ccc(Cc2nnc(-c3cccs3)o2)cc1	-0.1	1.1	-5	-8	-1.0	10	0.9	2	-6	1	0.9
CC(=O)Nc1cccc(OCc2ccc(S(=O)(=O)Cc3ccccc3)cc2)c1	0.9	0.6	3	0	-0.1	-3	1.2	8	14	1.1	1
Nc1ccccc1C(=O)N=Nc1[nH]c(N)c2ccccc12	0.3	0.7	-14	-3	0.1	19	0.9	2	13	0.9	0.8
O=C(COC(=O)Cc1cn2ccsc2n1)NC12CC3CC(CC(C3)C1)C2	-0.2	-0.8	-1	-6	-2.4	22	1	-3	-36	1	0.8
CN(C)S(=O)(=O)c1ccc(Cl)c(NC(=O)CN2CCNC(=O)C2)c1	-0.3	0.1	-9	-4	0.4	-4	1	4	8	1	1
O=C(NC(=S)Nc1ccc(S(=O)(=O)Nc2nccs2)cc1)c1ccc(Br)o1	-0.1	4.4	-5	-5	2.0	15	0.9	10	-8	1	0.9
O=C(CCC1CCCCC1)NCc1ccncc1	0.5	0.8	-5	-5	1.6	16	0.9	-15	82*	0.9	0.8
Cc1ccc(S(=O)(=O)N2CCCCC2C(=O)O)cc1 (stereo unspecified)	-0.3	1.0	13	-1	-0.7	.	.	10	-20	.	.
CCn1nc(C)c(CCC(=O)O)c1C	-0.3	3.3	-2	8	0.0	6	0.9	8	-8	1	0.9
CC(C)(C)c1cc(S(=O)(=O)CCc2ccccn2)cc(C(C)(C)C)c1F	-0.3	0.7	11	32	0.1	13	1	4	.	1	0.9
CC1CCN(Cc2ccc(-c3nnn(CC(=O)NC4CCCCC4)n3)cc2)CC1	-0.4	0.7	-19	15	-0.1	5	0.9	6	8	0.9	1
Cc1nc(SCC(=O)Nc2c(C)n(C)n(-c3ccccc3)c2=O)[nH]c(=O)c1Cc1ccccc1	-0.2	0.3	-23	-10	4.2	12	1.2	7	4	1	0.9
COc1cnn(-c2ccccc2)c(=O)c1SCc1ccc(Cl)c(Cl)c1	0.3	6.2	1	35	-4.0	11	1	1	.	1	0.9
CS(=O)(=O)N(CC(=O)NCc1ccco1)c1ccc(Cl)cc1Cl	0.3	2.8	4	-7	-0.2	6	1.1	1	-9	1	0.9
Cn1ncc2c(NCc3cccc(C(F)(F)F)c3)c(C(=O)O)cnc21	0.4	7.3	7	-5	-0.7	13	1.1	-3	-11	1.2	0.9
N#Cc1c(-c2ccc(Cl)cc2)c(C#N)c(=O)n(N)c1N	-0.3	0.8	-18	-4	0.4	-2	1	4	-23	1	1
CC(=O)c1cccc(NC(=O)N[C@@H](CC(C)C)C(=O)O)c1	0.0	0.7	4	-6	-1.1	11	1	-1	-10	1	0.9
CCN1CCN(/C=N/c2nc(C)cs2)CC1	0.0	-0.8	-7	0	-0.4	8	0.9	7	-19	0.9	0.9
CN1CCN(c2ccc([N+](=O)[O-])cc2NC(=O)c2ccccc2)CC1	0.0	3.3	5	-4	-4.6	6	1	0	.	1	0.9
CCOC(=O)c1sc(=S)n2c1[nH]c(=O)c1ccc(C(=O)OC)cc12	-0.1	2.1	12	-7	0.4	5	0.3	4	-22	0.6	1
Cc1ccc(-c2nc3sc4c(c3c(=O)n2N)CC(C)(C)OC4)cc1	-0.3	0.7	-5	-7	0.1	11	0.9	3	.	0.9	0.9
COc1cc(-c2nc3cccc(C)n3c2NCC2CCCO2)ccc1O (stereo unspecified)	-0.2	1.4	3	5	-0.7	-8	1.1	23	-25	0.7	1.1
N=C1/C(=C/c2cccn2-c2cccc([N+](=O)[O-])c2)C(=O)N=C2SC=CN12	-0.4	4.2	4	-4	0.1	15	0.9	-12	-1	0.9	0.8
Cc1ccc(N=C(c2cccs2)N2CCOCC2)cc1	-0.3	0.8	-7	14	-1.0	1	0.9	0	5	1	1
CCCNC(=O)c1nnsc1Sc1ccc(Cl)cc1	-0.1	1.1	-4	-7	0.2	17	0.8	18	-14	0.9	0.8
CCOC(=O)c1c(N)sc(C(=O)Nc2ccccc2)c1C	-0.4	0.0	-1	58*	-0.8	1	1	10	-3	1.1	1
O=C(COC(=O)C1c2ccccc2Oc2ccccc21)Nc1ccc2c(c1)OCO2	-0.5	4.9	-3	-1	0.7	13	0.9	3	6	0.9	0.9
COC(=O)c1ccc(CSc2nnc(CNC(=O)c3ccc(OC)cc3)o2)o1	1.2	1.5	-6	0	-4.2	4	1.2	-1	.	1.1	1
Clc1ccc(-c2nc3ncccn3c2Cl)cc1	-0.4	1.0	-9	-1	-0.6	3	1.3	6	11	1.2	1
COc1ccc(CC(=O)NC(=S)Nc2ccc(S(N)(=O)=O)cc2)cc1	-0.5	0.8	-15	-7	0.2	11	1	8	2	1.1	0.9
CC1=C(C(=O)OC2CCCC2)C(c2coc3ccc(C)cc3c2=O)C2=C(CCCC2=O)N1 (stereo unspecified)	-0.2	3.5	0	6	-0.2	10	1	1	4	1	0.9
O=C(O)CCc1ccc(-c2ccc(F)cc2)n1Cc1ccco1	-0.2	4.8	-4	5	2.9	10	1	8	-9	1.1	0.9
CCOC(=O)N1CCC(NC(=O)C2CCN(c3ccc(N4CCOCC4)nn3)CC2)CC1	-0.3	0.7	-3	-5	-1.1	-6	1.1	3	0	1.1	1.1
CC(C)(C)C1CCC(C(=O)Nc2cccnc2)CC1 (stereo unspecified)	-0.3	0.1	-2	-6	0.0	6	1	5	3	1	0.9
CCCCOC(=O)c1ccc(Nc2ccc([N+](=O)[O-])cn2)cc1	-0.1	1.4	4	13	0.0	4	1.1	8	-6	1.1	1
COc1ccc(C(=O)NC(=S)Nc2ccc(Cl)cn2)cc1OC	0.0	3.6	-2	-5	-0.1	-27	1.1	12	-11	1.1	1.3
CCN(CC)S(=O)(=O)c1c(Br)cc(C)cc1Br	0.0	1.4	8	9	0.2	28	0.9	-4	.	0.9	0.7
COCCn1c(SCC(=O)c2[nH]c(C)c(C(C)=O)c2C)nc2ccccc21	-0.4	-0.3	-8	4	1.9	6	0.9	0	26	1.1	0.9
Cc1cc(C(=O)OCC(=O)N2CCN(C(=O)c3ccco3)CC2)c(C)n1-c1ccc(F)cc1	0.1	1.0	-19	-3	4.4	14	0.9	6	-31	0.9	0.9
O=C(Cn1nc(-c2ccccc2)c2ccccc2c1=O)Nc1ccccn1	0.0	5.6	-14	-1	1.8	-6	1.1	3	16	1.1	1.1
Cc1cc(C)nc(N2CCCC(C(=O)Nc3ccc4c(c3)OCO4)C2)n1 (stereo unspecified)	-0.4	1.0	-6	1	0.6	10	0.9	6	-9	0.9	0.9
Cc1cccc2nc(CSC(=N)N)c(Br)n12	-0.3	-0.2	-13	14	0.1	7	1.1	-8	1	1.2	0.9
CCNCCNC(=O)c1c(O)c2cccc3c2n(c1=O)CCC3	-0.1	-0.6	4	-1	-1.2	3	1	11	.	1	1
CC(C)CCn1c(N2CCC(C(N)=O)CC2)nc2c1c(=O)[nH]c(=O)n2C	-0.3	0.3	0	-1	-0.7	-2	1.1	12	21	1	1
COc1ccc(OCC(=O)Nc2ccccc2OC(F)F)cc1	0.1	0.1	0	5	3.3	4	0.9	-4	11	1	1
CCCOC(=O)c1ccc(-n2nnnc2SCC(=O)N2CCCCC2)cc1	-0.2	-0.5	-2	38	-0.3	6	1	4	-5	1	0.9
CC1(C)CC(=O)C=C(NCc2cccs2)C1	0.5	0.9	8	1	-0.2	7	1	3	-4	1	0.9
CCOC(=O)C(C)(C)Sc1nc2c(cnn2-c2ccc(C)cc2)c(=O)[nH]1	0.0	2.9	-7	8	2.1	-3	1	4	7	1.1	1

Record cards, as listed above. Screens in order: Hsp70 act	RAM network inh	TLR4 MyD88 comp	Lmaj promast	Redox H2O2 prof	Diaph inh CS	PMI act	G6PDH counter	S1P3 antag	PMI act hi M6P	Diaph act CS
COc1ccc(C(=O)NC(=S)Nc2ccc(Cl)cn2)cc1OC across the screens: 0.0	3.6	-2	-5	-0.1	-27	1.1	12	-11	1.1	1.3
CCCOC(=O)c1ccc(-n2nnnc2SCC(=O)N2CCCCC2)cc1 across the screens: -0.2	-0.5	-2	38	-0.3	6	1	4	-5	1	0.9

Screening results (PubChem)
